From PubChem BioAssay
RmlCD inh 1536 – blocks M. tuberculosis RmlC and RmlD coupled enzymes; 160,000 compounds, 0.03% hits; P9WH09+P9WH11; RmlC+RmlD coupled enzyme assay, percent inhibition; primary screen in compound mixtures; inhibition, % at 3.6 µM; in the data active = inhibition mostly above about 34%, no sharp cut-off; also: some results filed as inactive read as strong as hits
Target sequence (P9WH09 whole entry, looked up): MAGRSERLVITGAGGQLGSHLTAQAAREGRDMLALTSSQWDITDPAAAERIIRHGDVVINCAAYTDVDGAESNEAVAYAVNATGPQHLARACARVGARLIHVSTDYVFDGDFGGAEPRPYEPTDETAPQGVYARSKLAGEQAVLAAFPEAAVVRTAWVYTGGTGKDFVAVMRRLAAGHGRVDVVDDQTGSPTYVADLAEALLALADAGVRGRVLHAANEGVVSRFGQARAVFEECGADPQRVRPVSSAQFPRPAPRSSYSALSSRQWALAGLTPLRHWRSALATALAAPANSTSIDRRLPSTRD
Target sequence (P9WH11 whole entry, looked up): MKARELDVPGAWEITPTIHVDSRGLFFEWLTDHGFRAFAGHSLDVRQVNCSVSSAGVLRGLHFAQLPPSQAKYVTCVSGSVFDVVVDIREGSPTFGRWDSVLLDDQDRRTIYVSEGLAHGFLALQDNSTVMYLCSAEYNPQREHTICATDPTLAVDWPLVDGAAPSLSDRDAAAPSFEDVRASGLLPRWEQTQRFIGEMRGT
M. tuberculosis GlmU – inhibition of mycobacterial GlmU enzyme – biochemical, glucosamine-1-phosphate acetyltransferase (AID 1376). M. tuberculosis GlmU acetyltransferase enzyme assay; higher % means a stronger effect. one-dose inhibition, %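 (tested at 30 µM in the primary screen)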; IC50 in µM for titrated hits. 220,000 compounds, 0.25% hits; in the data active = inhibition above about 13%;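 also: 0% = complete reaction with vehicle and 100% = reaction without substrate; strong numbers were not always called active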
An asterisk follows results filed as active; . = not tested or not shown.

SMILES | RmlCD inh 1536 | M. tuberculosis GlmU
Cc1cccc(Nc2nnc(SCC(=O)Nc3ncc(C(F)(F)F)cc3Cl)s2)c1C | -5 | -1.9%
Cc1ccc(S(=O)(=O)Nc2c(C)ccc3nsnc23)cc1 | 6 | -0.9%
O=C(NC1CCCC1)C(c1ccncc1)N(Cc1ccccc1)C(=O)Cc1cccs1 (stereo unspecified) | 12 | -1.9%
CC(C)C(NC(=O)c1ccc(Br)cc1)C(=O)NC1=NCCS1 (stereo unspecified) | -10 | 0.9%
CC1CCN(c2nc3c(c(=O)[nH]c(=O)n3C)n2Cc2ccccc2Cl)CC1 | -5 | 1.9%
Cc1ccc(S(=O)(=O)NCC(=O)OCc2csc(-c3ccccc3)n2)cc1 | 4 | 0.6%
Clc1ccc(Nc2nc(NCCN3CCOCC3)nc(N3CCOCC3)n2)cc1 | . | -1.4%
CCOc1cc(N2CCOCC2)c(OCC)cc1NC(=O)CN1CCN(Cc2ccc3c(c2)OCO3)CC1 | -2 | 0.9%
Cc1ccc2c(c1)c1nnc(SCC(=O)Nc3cccc(Cl)c3C)nc1n2CC(=O)O | 3 | 7.1%
COc1ccc2cc[nH]c2c1 | -11 | 2.6%
Cc1cc(NCc2ccccc2Cl)n2nnnc2n1 | 9 | -1.2%
C=C(C)C(=O)Nc1cccc(C2=NOC3(C2)C[C@H](C(N)=O)N(C(=O)C(c2ccccc2)c2ccccc2)C3)c1 (stereo partly specified) | . | 167µM*
CCc1c(O)nc(SCC(=O)NC(C)(C)C)n(-c2ccccc2)c1=O | . | 3.3%
Cc1ccc(C(=O)Oc2ccc3c(c2)ncn3C)cc1 | . | 0.1%
Cc1csc(C2=C(O)CN(CCc3ccccc3)C2=N)n1 | . | 10%
Nc1nc(-c2ccc(Br)s2)c(Br)s1 | 10 | 0.0%
CCOc1c2ccc(C(=O)NCc3cc(C(F)(F)F)cc(C(F)(F)F)c3)cc2nn1C | 7 | 7.5%
Cc1ccc(C(c2nnnn2CC2CCCO2)N2CCN(c3cccc(C)c3C)CC2)cc1 (stereo unspecified) | . | -0.4%
Cc1cccc(-n2c(N)cc(=O)[nH]c2=S)c1 | 22 | -2.1%
CN(C)CCC(O)(c1ccccc1)c1ccccc1 | . | -3.7%
O=C(Nc1cccc(F)c1)N1CC=C(c2ccc(Cl)cc2)CC1 | -7 | -6.3%
O=C(c1ccc2c(c1)N(Cc1cccc(Cl)c1)C(=O)c1ccccc1S2(=O)=O)N1CCN(c2ccccn2)CC1 | -10 | -4.0%
CCN1CCN(c2cc(=O)n(C3CCCCC3)c(=O)[nH]2)CC1 | 6 | -3.1%
CCOC(=O)c1cc(CC)sc1N1C(=O)CC(Sc2ncccc2C(=O)O)C1=O (stereo unspecified) | 44 | -0.7%
CCc1nnc(NC(=O)CCc2ccc(C)o2)s1 | -3 | 2.8%
CCOC(=O)C1(CCOC)CCN(C(=O)c2ccccc2-c2cccc(C)c2)CC1 | -7 | 3.8%
O=C(COc1ccccc1)NCc1ccc(-n2cccc2)cc1 | 15 | -5.8%
O=C(CNC(=O)c1cccs1)c1ccc([N+](=O)[O-])cc1 | . | 7.5%
Cn1c(Cn2cnc3ccccc32)nnc1SCC(=O)CC(=O)Nc1ccccc1 | . | -0.1%
Cc1cccc(N2CCN(C(=O)C3CCN(S(=O)(=O)c4cccnc4)CC3)CC2)c1C | -5 | 3.6%
COc1ccc(NC(C)=O)cc1NC(=O)CSc1nc2ncccc2[nH]1 | -5 | -3.1%
COc1ccc(NC(=O)NC23CC4(C)CC(C)(CC(C)(C4)C2)C3)cc1 | -7 | -0.1%
O=S(=O)(Nc1cccc(C(F)(F)F)c1)c1cccnc1 | . | -2.3%
NS(=O)(=O)c1cccc(NS(=O)(=O)c2ccc(/C=C/C(=O)OCC(=O)c3ccccc3)cc2)c1 | 41 | 1.8%
Cc1ccc(C(=O)N/C(=C/c2ccco2)C(=O)O)cc1 | 18 | 1.3%
NNS(=O)(=O)c1ccc(Sc2ccccn2)c([N+](=O)[O-])c1 | 3 | 3.1%
O=C(OCc1ccccc1F)c1ccc2c(c1)OCCO2 | -2 | 2.5%
COc1cccc2cc(-c3cn4ccc(C)cc4n3)c(=O)oc12 | . | 2.8%
C/C(=N\Nc1nc(-c2ccccn2)nc2ccccc12)c1ccc(F)cc1 | . | -3.0%
Cn1c(CN2CCOCC2)nnc1SCC(=O)NC1CCCCC1 | 10 | -5.1%
C/C(=N\Nc1nc2ccccc2[nH]1)c1cc2ccccc2o1 | 2 | -5.4%
O=C(Nc1ccc(Cl)cc1)N(C1=NCCC1)c1ccc(OC(F)F)cc1 | 11 | -10%
CCOc1cc(N2CCOCC2)c(OCC)cc1NC(=O)c1cccc(N(C)C)c1 | -9 | 7.8%
CN(c1ccc(C(=O)Nc2ccccn2)cc1)S(=O)(=O)c1ccccc1 | 11 | 0.4%
O=C(Nc1ccc2c(c1)OCO2)Nc1ccc(Br)cn1 | . | 8.7%
COc1ccc(-c2nc(O)c3cnccn23)cc1 | 1 | -2.0%
COC(=O)c1cc(Cl)c(NC(=O)/C=C/c2ccc(OC)c(OC)c2)cc1OC | 5 | -0.2%
Cc1[nH]c2ccccc2c1C(c1ccncc1)N1CCN(c2ccccn2)CC1 (stereo unspecified) | 4 | -1.7%
O=C1S/C(=C\c2ccccn2)C(=O)N1Cc1ccccc1F | 1 | -1.9%
CC(C)C[C@@H](N)c1nnc(SCC(=O)c2ccc(Cl)cc2)o1 | . | -1.4%

Compounds above with an NH in an aromatic ring, in the order listed:
SMILES | RmlCD inh 1536 | M. tuberculosis GlmU
CC1CCN(c2nc3c(c(=O)[nH]c(=O)n3C)n2Cc2ccccc2Cl)CC1 | -5 | 1.9%
COc1ccc2cc[nH]c2c1 | -11 | 2.6%
Cc1cccc(-n2c(N)cc(=O)[nH]c2=S)c1 | 22 | -2.1%
CCN1CCN(c2cc(=O)n(C3CCCCC3)c(=O)[nH]2)CC1 | 6 | -3.1%
COc1ccc(NC(C)=O)cc1NC(=O)CSc1nc2ncccc2[nH]1 | -5 | -3.1%
C/C(=N\Nc1nc2ccccc2[nH]1)c1cc2ccccc2o1 | 2 | -5.4%
Cc1[nH]c2ccccc2c1C(c1ccncc1)N1CCN(c2ccccn2)CC1 (stereo unspecified) | 4 | -1.7%

(more compounds)
SMILES | RmlCD inh 1536 | M. tuberculosis GlmU
Cc1cc(C)cc(OCCCC(=O)O)c1 | -8 | -1.2%
CC(C)(C)c1ccc(S(=O)(=O)NC(Cc2ccccc2)C(=O)O)cc1 (stereo unspecified) | 2 | 1.0%
CC(C)SC1=NC(C)(C)C=C(/C=C/c2c(Cl)cccc2Cl)N1 | -4 | 5.0%
CCn1cc(Br)c(C(=O)Nc2ccc(F)c(Cl)c2)n1 | 10 | 0.4%
CSc1ccc(/C=N/NC(=O)CNc2cccc3ccccc23)cc1 | 25 | -5.6%
COc1ccc2nc(SCC(N)=O)[nH]c2c1 | . | 3.9%
CCOC(=O)/C(=N\Nc1ccccc1)c1csc(Nc2ccc(C)cc2)n1 | -8 | -1.0%
Cc1ccc(C(=O)NCCNC(=O)CN2CCCC2)cc1 | . | 6.4%
O=c1[nH]c(=O)n(C2CCCCCC2)c(O)c1C=NCCCN1CCOCC1 | 5 | 1.1%
CC(=O)c1cnn(-c2cc(Oc3cccc(C)c3)ncn2)c1C | 10 | -0.2%

Quoted at random: 6 compounds from above
SMILES | RmlCD inh 1536 | M. tuberculosis GlmU
COc1ccc2nc(SCC(N)=O)[nH]c2c1 | . | 3.9%
O=c1[nH]c(=O)n(C2CCCCCC2)c(O)c1C=NCCCN1CCOCC1 | 5 | 1.1%
Cc1ccc(C(=O)NCCNC(=O)CN2CCCC2)cc1 | . | 6.4%
CSc1ccc(/C=N/NC(=O)CNc2cccc3ccccc23)cc1 | 25 | -5.6%
CC(=O)c1cnn(-c2cc(Oc3cccc(C)c3)ncn2)c1C | 10 | -0.2%
CC(C)(C)c1ccc(S(=O)(=O)NC(Cc2ccccc2)C(=O)O)cc1 (stereo unspecified) | 2 | 1.0%

The listing continues:
SMILES | RmlCD inh 1536 | M. tuberculosis GlmU
Cc1ccccc1OCc1nc2ccccc2c(=O)n1/N=C/c1cn[nH]c1-c1ccccc1 | -3 | -4.0%
O=C(Nc1ccc2c(c1)oc1ccccc12)c1cccnc1 | 8 | 4.2%
Cc1cccc(NS(=O)(=O)c2ccc(NC(=O)CN(c3cc([N+](=O)[O-])ccc3C)S(C)(=O)=O)cc2)c1 | 18 | -8.6%
CCOC(=O)N1CCN(S(=O)(=O)c2ccc(OC)c(OC)c2)CC1 | -9 | -4.7%
Cc1cc(C(=O)O)sc1C | -1 | 3.1%
COc1ccc(CCN(Cc2cccs2)S(=O)(=O)c2ccc(-n3cnnn3)c(OC)c2)cc1OC | 6 | -7.3%
C/C(=N\NC(=O)C1CC1)c1cccs1 | -11 | 3.2%
COc1ccc(NC(=O)CN2CCN(CC(=O)Nc3ccccc3F)CC2)cc1OC | 7 | -7.1%
Cc1ccnc2nc(C(=O)N3CCN(c4ccc(F)cc4)CC3)nn12 | . | -1.2%
CCN1/C(=C2/OC(=S)N(C)C2=O)Sc2ccccc21 | . | -1.5%
Cc1ccc(S(=O)(=O)c2nc(C)c3c(n2)CCC3)cc1 | -5 | 1.5%
CCC(=O)NCCc1nc(-c2ccccc2)no1 | . | 5.0%
COCCOC(=O)c1c(N)n(CCCN2CCOCC2)c2nc3ccccc3nc12 | 2 | 0.0%
CCCCn1c(=O)[nH]c(=O)c2c1nc(-c1ccc(CC)c([N+](=O)[O-])c1)n2C | -13 | 8.7%
O=C(NCc1ccccn1)c1ccc2c(c1)N(Cc1ccccc1)CCS2 | . | 3.1%
CC(C)Sc1ccc([N+](=O)[O-])cc1C(=O)Nc1ccncc1 | 79 | -0.1%
CC(C)(C)c1ccc(OCCNC(=O)c2ncn[nH]2)cc1 | 10 | -3.7%
COc1ccc(C2c3c(-c4ccccc4O)n[nH]c3C(=O)N2Cc2ccco2)cc1 (stereo unspecified) | -4 | -4.8%
CC(NC(=O)c1cccs1)c1nnc(SCc2ccc(Cl)cc2Cl)n1C (stereo unspecified) | 15 | 0.1%
COc1ccc(C(=O)c2ccc3oc(-c4ccc(OC)cc4)c(C#CCCO)c3c2)cc1 | . | 6.2%
CC(C)c1cc(-c2cc(C(=O)Nc3ccccc3)on2)nc(NCC2CC2)n1 | . | 3.9%
CCCC1=[N+](CC(=O)c2ccc(C)cc2)CCn2cccc21 | 16 | 1.1%
CCCNc1c(N)c(=O)c1=O | -3 | -4.5%
O=C(CCc1nnc(CCCCc2ccccc2)o1)N1CCCC(O)C1 (stereo unspecified) | 22 | 2.3%
COC(=O)C1ON2OC(C(=O)OC)C(C(=O)OC)C2C1CC(C)=O (stereo unspecified) | . | 1.6%
C=C(C)C1Cc2c(C)nn(-c3ccccc3)c2C1 (stereo unspecified) | . | 1.3%
CCN(CC(=O)NC1CCCCCC1)S(=O)(=O)c1ccccc1 | 8 | -2.9%
CCOc1cccc(C(=O)NC(=S)Nc2ccc(N3CCN(CC)CC3)cc2)c1 | 1 | 2.2%
COc1ccc(Nc2ccc(C(N)=O)cc2[N+](=O)[O-])cc1 | -1 | 8.3%
CCC(=O)OCn1nnc2ccccc2c1=O | 5 | 2.3%
Cc1ccc2c(c1)c1cccc3c1n2CCN3CCC(N)=O | . | 8.0%
Cc1nc2sc(C(c3ccco3)N3CCc4ccccc4C3)c(O)n2n1 (stereo unspecified) | . | 6.1%
Cc1noc(C)c1COc1cccc(C(=O)N2CCc3ccccc32)c1 | 10 | -5.6%
COc1ccc(CCNC(=S)NC2CCN(Cc3ccccc3)CC2)cc1OC | -1 | -5.1%
O=C(Cn1c(-c2ccccn2)nc2ccccc21)NCCN1CCOCC1 | -7 | -0.8%
CC(C)(C)c1ccc(C(=O)Nc2ccc(CC(=O)O)cc2)o1 | . | -2.0%
O=C1/C(=C/c2ccccc2O)SC(=S)N1Cc1cccnc1 | . | -5.4%
CCOC(=O)c1[nH]c(C)c(C(=O)OCCOc2cccc(C)c2)c1C | -1 | 0.6%
Cc1no[n+]([O-])c1COc1ccc(/C=N/n2nnnc2N)cc1 | -5 | 4.3%
COc1ccc(-n2nnc3c(SCc4ccccc4)ncnc32)cc1 | -7 | -5.0%
CCC(NS(=O)(=O)c1ccc(OC)cc1)C(=O)O (stereo unspecified) | 1 | 1.2%
NC1=NC(c2ccc(Cl)cc2)n2c(nc3ccccc32)N1 (stereo unspecified) | 29 | 0.8%
Cc1ccc(NS(=O)(=O)c2cc([N+](=O)[O-])ccc2NNC(=S)Nc2cccc(Cl)c2)c(C)c1 | 3 | -2.8%
CCOc1ccc2nc(SCC(=O)N(C)C3CCS(=O)(=O)C3)[nH]c2c1 (stereo unspecified) | -3 | -6.5%
O=C1C=C(NNC(=O)c2ccccc2Br)CCC1 | -11 | -4.1%
Cc1[nH]c(=S)c(C#N)c2c1CCCC2 | 9 | 0.9%
O=C(Nc1cccc2nsnc12)c1ccc(-c2ccc(Br)cc2)o1 | -2 | .
CC(c1ccccc1)c1nnc(NC(=O)c2ccc3c(c2)OCO3)s1 (stereo unspecified) | 2 | 2.7%
N=c1c2c(ncn1CCN1CCOCC1)Oc1cc(O)ccc1C2c1ccccc1 (stereo unspecified) | 4 | -7.3%
COc1ccc2[nH]c3c(NCCCN4CCCC4=O)ncnc3c2c1 | -7 | 2.0%

Continuation:
SMILES | RmlCD inh 1536 | M. tuberculosis GlmU
CCC(C)(C)NC(=O)C(c1ccccn1)N(C(=O)c1csnn1)c1ccc(C)cc1 (stereo unspecified) | -11 | 1.1%
N#CCCCSc1nnc(-c2ccc(Cl)cc2)n1-c1ccccc1 | . | 2.6%
COc1cc(/C=N/NC(=O)CN(Cc2ccco2)S(=O)(=O)c2ccccc2)ccc1O | 1 | 3.9%
Cc1cccc(NC(=O)CSc2nnc(NC(=O)c3ccco3)s2)c1 | -7 | 3.0%
c1csc(CSc2nnc3sc4ccccc4n23)c1 | . | -0.3%

The list is partial; rates above refer to the full screens.
